Wnt act = Wnt/beta-catenin pathway activation | Wnt/beta-catenin reporter cell assay, activator, plate reader | activation, % at 9.35 µM | actives 1.2% (n = 300,000); in the data active = activation above about 30%, passing the limit was not always enough;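 note: 0% = neutral control wells and 100% = positive control wells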
V-ATPase pH = alters yeast V-ATPase proton transport; S. cerevisiae, pHLuorin cytosolic pH fluorescence; response, % at 10 µM; actives 0.37% (n = 350,000); AID 504577; in the data active = response mostly above about 7.3%, no sharp cut-off; inactive = mostly below about 5.4%; note: actives read high; inactives centre near 0; some compounds called inactive have numbers as strong as hits; reference of the scale not given here
Cardiac RTF inh = cardiac RTF calcium desensitization. P19429+P45379. IANBD-labeled cardiac RTF, Ca2+ fluorescence. inhibition, % at 7.15 µM. actives 0.12% (n = 340,000). AID 493244;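 active = inhibition above the mean inhibition of all tested compounds plus 3 SD, cut at about 17% in these data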;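 note: assay run at fixed EC70 calcium of 1.6 mM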
OPRM1-OPRD1 ag = OPRM1-OPRD1 heterodimerization agonism. actives 0.3% (n = 340,000). P35372+P41143. cells, luminescence. activation, % at 9.3 µM. AID 504326; in the data active = activation above about 18%;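 note: 0% = vehicle-treated cells and 100% = reference agonist; values of inactives mirror those of a sister screen read the other way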
Target sequence (P35372 whole entry, looked up): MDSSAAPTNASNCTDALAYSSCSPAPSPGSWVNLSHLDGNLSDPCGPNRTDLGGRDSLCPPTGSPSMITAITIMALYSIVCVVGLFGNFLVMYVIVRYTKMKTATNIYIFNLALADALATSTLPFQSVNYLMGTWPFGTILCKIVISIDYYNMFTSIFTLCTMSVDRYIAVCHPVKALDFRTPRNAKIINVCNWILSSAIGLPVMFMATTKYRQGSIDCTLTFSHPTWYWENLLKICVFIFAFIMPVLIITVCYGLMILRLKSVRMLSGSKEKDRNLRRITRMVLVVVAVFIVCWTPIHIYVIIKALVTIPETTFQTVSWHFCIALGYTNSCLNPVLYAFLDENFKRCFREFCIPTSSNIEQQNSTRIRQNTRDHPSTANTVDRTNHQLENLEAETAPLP
Target sequence (P41143 whole entry, looked up): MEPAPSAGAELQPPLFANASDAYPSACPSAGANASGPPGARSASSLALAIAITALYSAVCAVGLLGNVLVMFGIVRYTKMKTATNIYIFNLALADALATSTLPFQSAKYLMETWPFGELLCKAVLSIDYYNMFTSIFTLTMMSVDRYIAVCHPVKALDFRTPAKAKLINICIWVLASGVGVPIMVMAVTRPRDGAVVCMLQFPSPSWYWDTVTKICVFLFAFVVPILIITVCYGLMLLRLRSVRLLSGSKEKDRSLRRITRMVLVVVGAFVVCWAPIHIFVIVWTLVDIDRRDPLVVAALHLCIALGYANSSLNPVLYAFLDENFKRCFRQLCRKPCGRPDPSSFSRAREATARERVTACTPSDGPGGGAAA
RTF Ca sens act = cardiac RTF calcium sensitization; activation, % at 7.2 µM; IANBD-labeled TnC RTF fluorescence at EC20 calcium; 0% EC20 calcium, 100% full calcium; P19429+P45379; actives 0.24% (n = 340,000);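 active = activation above the mean over all tested compounds plus 3 SD, cut at about 30% in these data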;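 note: rise in fluorescence read as greater calcium sensitivity of cardiac thin filaments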
OPRM1-OPRD1 inv = inverse agonist of human OPRM1-OPRD1 heterodimerization | P35372+P41143 | cell-based MOR-DOR heterodimer luminescence, inverse agonism | inhibition, % at 9.3 µM | actives 0.21% (n = 340,000) | AID 504357; in the data active = inhibition above about 22%, passing the limit was not always enough;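 note: 0% = cells with DMSO and 100% = wells without cells with DMSO; values of inactives mirror those of a sister screen read the other way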
DSG3 Ab inh = human desmoglein-3 autoantibody binding inhibition | binding (percent of control), % at 10 µM | actives 0.48% (n = 310,000) | DSG3-coupled beads, scFv-anti-DSG3-GFP binding, flow cytometry; active compounds read low | P32926;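 active = binding more than 3 SD below its plate's average and above zero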;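 note: hits lower antibody fragment binding to DSG3; some compounds called inactive have numbers as strong as hits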
Keap1-Nrf2 PPI = Keap1-Nrf2 (human) interaction inhibition; Q14145; Keap1 Kelch-Nrf2 peptide fluorescence polarization, 1536-well; inhibition, % at 9.4 µM; actives 0.15% (n = 340,000); AID 504523; in the data active = inhibition above about 12%;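 note: human Keap1 Kelch domain with fluorescein labeled Nrf2 9mer peptide probe; 0% = neutral control wells and 100% = peptide positive control; higher means more block of Keap1 binding to Nrf2 peptide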
C-LANA FP = inhibitors of KSHV LANA C-terminal domain DNA binding; MBP-C-LANA/FAM-LBS DNA binding, fluorescence polarization; AID 504423; inhibition, % at 9 µM; actives 0.078% (n = 340,000);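 active = highest replicate inhibition at or above 60% at 9 µM, even if other replicates fall short; inactive = all replicates below 60% inhibition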;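 note: 0% = neutral control wells and 100% = 4 µM acridine orange control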
Arr AP2 block = human beta-arrestin and AP2 interaction inhibition. inhibition, % at 10 µM. FITC-arrestin peptide / GST-AP2 beads, flow cytometry; AP2 beta2 appendage carries R879A mutation. actives 0.31% (n = 340,000). AID 504490;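 active = inhibition above a set limit, near 3 SD of compounds lacking own fluorescence, cut at about 54% in these data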;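 note: plate controls were DMSO wells for no effect and 5 µM unlabelled arrestin peptide for full effect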
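System: GST-AP2 R879A glutathione beads. Medium: PBS with 0.05% Tween 20 and 0.1% BSA. Also added: FITC-arrestin peptide, 50 nM. Incubation: 12 min plus 1 h, RT. Measured by: high-throughput flow cytometry of beads, ex 488, em 535 nm. Evaluation: percent drop in bead-associated FITC signal.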
* marks the source's active call; other numbers are inactive results; . = not tested or not shown.

SMILES	Wnt act	V-ATPase pH	Cardiac RTF inh	OPRM1-OPRD1 ag	RTF Ca sens act	OPRM1-OPRD1 inv	DSG3 Ab inh	Keap1-Nrf2 PPI	C-LANA FP	Arr AP2 block
CCOC(=O)Cn1c(=O)oc2cc(S(=O)(=O)N(CCN(C)C)Cc3ccccc3)ccc21	.	-1	-2	-2.6	-4	14	100	-4	0.5	-4
O=C(Cn1[nH]c(=O)c2ccccc2c1=O)Nc1cccnc1	1	-2	3	-2.1	2	10	117	0	-1.7	2
CC(=O)c1ccc(N2CCN(Cc3nc(Cc4ccccc4)no3)CC2)cc1	-3	-1	1	-3.8	-5	18	102	-3	-0.2	11
COc1ccc(-n2nc(C(=O)NCCCN3CCOCC3)c3ccccc3c2=O)c(OC)c1	2	-4	0	-2.3	-2	12	103	-3	1.0	-13
CN1CCN(CC(=O)N2c3ccccc3C(C)(c3ccccc3)CC2(C)C)CC1 (stereo not drawn)	.	-1	2	-2.6	-4	13	107	-3	-1.1	4
CCCN1C(=O)c2ccccc2NC1c1ccc(O)c(OCC)c1 (stereo not drawn)	-1	1	0	-2.2	18	11	89	5	1.1	-4
COc1ccccc1OCc1ccc(C(=O)Nc2ccccc2)cc1	29	0	-3	3.5	-1	-14	103	3	-2.1	-2
CN(Cc1ccccc1Cl)C(=O)c1cnccc1C(F)(F)F	-2	1	-13	-2.2	0	11	104	0	-1.3	5
CC(C)C(=O)Nc1nc2cc3c(cc2s1)OCCO3	-1	5	2	-2.2	-2	11	94	0	-2.0	-3
CCOC(=O)C1CCCN(Cc2nc(N)nc(Nc3ccc(OC)cc3)n2)C1 (stereo not drawn)	.	-2	-5	-1.2	-1	7	.	1	-0.2	-5
CSc1nc2sc3c(c2c(=O)[nH]1)CC(C)(C)OC3	2	-1	-12	-1.0	3	5	112	-5	0.3	1
Cc1cccc(C)c1OCC(=O)N(Cc1ccc(N(C)C)cc1)C1CCS(=O)(=O)C1 (stereo not drawn)	-2	3	3	-1.7	-2	8	.	0	-0.4	-1
CCN(CC)CCOc1ccc(C=NNc2nc3c([nH]2)c(=O)n(C)c(=O)n3C)cc1	-1	1	8	-2.2	-6	11	93	-2	-0.8	16
CCC(C)NC(=O)C1c2ccccc2C(=O)N1Cc1ccccc1 (stereo not drawn)	0	-1	-10	-3.1	8	14	103	2	1.9	-19
CCOc1ccc(S(=O)(=O)Nc2ccc(C(=O)NCC(c3ccco3)N3CCCCC3)cc2)cc1 (stereo not drawn)	-5	5	-36	-3.1	-9	16	103	-7	0.7	-2
COc1ccc(C(=O)OCC(=O)c2c(N)n(C)c(=O)n(C)c2=O)cc1OC	0	-1	-4	-1.6	6	8	105	5	0.7	16
COc1ccc(CCNc2oc(COc3ccccc3F)nc2C#N)cc1	.	8	-5	2.7	1	-14	100	2	0.0	11
CC[C@]12c3[nH]c4cc(CCC(=O)N(C)C)ccc4c3CCN1C(=O)[C@@H](CC(=O)NCCCOC)C[C@@H]2C(=O)N1CCN(C(=O)C2CC2)CC1	-2	-2	-2	-1.9	0	10	106	-3	-0.3	-15
O=C(c1nc2ccccn2c1CNCCCn1cccn1)N1CCCC1	1	-2	-3	-2.3	-1	12	91	-1	2.4	-8
O=c1cc(NCC2CCCO2)[nH]c(=O)n1-c1ccc(Cl)cc1 (stereo not drawn)	-1	1	1	-1.0	-6	6	83	-5	0.8	23
CCc1ccc(NC(=O)CCc2c(C)nn(-c3ccc(N4CCCCC4)nn3)c2C)cc1	14	-1	-3	-4.1	-2	22	100	0	0.1	10
COc1ccc(CNS(=O)(=O)c2ccc(-c3cnc(C4CC4)o3)cc2)cc1	0	-6	2	-0.5	10	3	99	-6	0.6	-9
Cn1c(NC(=O)C[n+]2cc(-c3ccc(F)cc3)n3c2CCC3)cc(=O)n(C)c1=O	.	-1	11	-0.7	-6	3	114	4	2.0	1
Cc1cc(NC(=O)C2CC(c3ccc(F)cc3)=NO2)no1 (stereo not drawn)	-2	0	-5	1.0	1	-6	97	4	-1.3	-1
COc1ccc(C(=O)NCc2cccnc2)cc1Br	.	1	2	-1.5	3	8	94	-6	0.2	14
The list continues:
SMILES	Wnt act	V-ATPase pH	Cardiac RTF inh	OPRM1-OPRD1 ag	RTF Ca sens act	OPRM1-OPRD1 inv	DSG3 Ab inh	Keap1-Nrf2 PPI	C-LANA FP	Arr AP2 block
COc1ccc(NC(=O)N(C)C[C@H]2Oc3ccc(NC(=O)C4CCCCC4)cc3C(=O)N([C@H](C)CO)C[C@@H]2C)cc1	-1	0	4	0.1	2	-1	95	-1	-0.1	.
Cc1nn(-c2cc(N3CCOCC3)ccc2[N+](=O)[O-])c(=O)c2ccccc12	0	-3	-4	-1.0	4	6	103	-2	1.1	-2
COc1ccccc1NC(=O)COc1ccc(/C=N/NC(=O)c2cccnc2)cc1	-3	0	5	-0.6	-1	3	112	-3	-0.5	-4
CC(=O)NC1(c2nnnn2CCOC(=O)Nc2ccc(Cl)cc2)CCCCC1	.	2	-4	-2.4	3	11	100	-1	0.7	1
COc1ccc(C(CC(=O)c2ccccc2)C2CCCCC2=O)cc1 (stereo not drawn)	.	3	1	2.8	3	-15	109	3	1.4	-10
CC(C(=O)c1ccccc1)C(O)c1ccccn1 (stereo not drawn)	-3	2	-1	-0.3	-3	2	96	-3	-0.6	0
Fc1cccc(NC(=S)N2CCCC2)c1	-4	0	1	-1.0	-6	7	110	-1	0.5	1
Cc1cccc(NC(=O)C2CCCN(S(=O)(=O)c3ccc4[nH]c(=O)ccc4c3)C2)c1 (stereo not drawn)	-3	-2	-6	-2.3	1	12	106	-1	1.0	-2
O=[N+]([O-])c1ccc(N=Nc2ncc[nH]2)cc1	54*	-4	-6	-6.2	-6	34	91	-3	-2.1	4
Cc1ccc(C(=O)NC2CCCCCC2)cc1S(=O)(=O)N1CCOCC1	18	-1	-4	-0.7	-4	4	.	2	0.6	38
CCc1cccc2c(C(=O)C(NCCOC)c3ccccc3)c[nH]c12 (stereo not drawn)	1	0	-8	-0.6	-3	3	100	-2	0.5	14
CSc1ccc(NC(=O)N2CC=C(n3c(=O)[nH]c4ccccc43)CC2)cc1	3	-1	2	-1.4	0	7	102	4	-2.9	-6
CCOc1ccccc1NC(=S)Nc1ccc(S(N)(=O)=O)cc1	0	5	-5	-2.1	9	11	111	-5	0.3	15
COc1ccc(CCN2CC(C(=O)Nc3ccc4c(c3)OCO4)CC2=O)cc1OC (stereo not drawn)	0	0	-5	-2.1	2	10	114	-2	0.8	4
O=C(NCC(=O)N1CCN(c2ccccc2O)CC1)c1cccs1	12	1	-2	-1.0	-10	6	96	-2	-0.4	0
O=C1c2oc3ccccc3c(=O)c2C(c2ccccn2)N1Cc1ccccc1 (stereo not drawn)	.	-1	-9	-1.1	1	5	103	-1	-0.4	2
CCOc1cc(/C=N/NC(=S)Nc2ccccc2C(F)(F)F)ccc1OCC(=O)N1CCOCC1	.	2	-5	-1.2	1	6	50	2	1.7	-4
CS(=O)(=O)N1CCc2cc(-c3csc(NC(=O)Cc4cccs4)n3)ccc21	.	-3	-5	1.8	2	-9	100	4	-3.5	3
Nc1nc(NCc2ccco2)nc(NC2CCCCC2)c1[N+](=O)[O-]	-1	-6	.	.	.	.	83	.	.	-2
COc1ccc(CCNC(=O)c2cc3c(=O)n4ccccc4nc3n(CC3CCCO3)c2=N)cc1 (stereo not drawn)	-1	-1	-3	-3.3	9	17	.	-4	-0.2	6
CCCN(CC(=O)Nc1ccccc1C)C(=O)CCCOc1ccc(Br)cc1	1	0	-3	0.0	-2	0	101	-1	0.2	-6
CCOc1cc(C#N)c(NC(=O)c2cccnc2Cl)cc1OCC	1	-2	0	-0.3	-1	2	.	-3	1.7	-6
CCc1noc(C)c1C(=O)N1CCCSC1=Nc1ccccc1C(C)C	-2	2	-3	0.7	-6	-4	105	-1	0.6	33
O=C(CCCC(=O)NN=Cc1ccc(Cl)cc1Cl)NN=Cc1ccc(Cl)cc1Cl	0	1	3	-4.9	-3	25	95	0	-0.4	0
Cc1nc2ncnn2c(C)c1CCC(=O)NC(C)CCc1ccco1 (stereo not drawn)	.	1	6	-3.6	-2	16	103	-6	-1.7	2
Cc1nn(CC(=O)NCc2ccc(-n3cccn3)cc2)c(C)c1[N+](=O)[O-]	.	-4	1	-0.6	0	3	128	-3	-1.3	-10
CC(C)Oc1ccc(/C(O)=C2/C(=O)C(=O)N(CCN(C)C)C2c2cccs2)cc1 (stereo not drawn)	.	1	-9	-0.5	1	3	96	-2	0.4	7

In another format: 11 of the compounds above.
Compound | Wnt act | V-ATPase pH | Cardiac RTF inh | OPRM1-OPRD1 ag | RTF Ca sens act | OPRM1-OPRD1 inv | DSG3 Ab inh | Keap1-Nrf2 PPI | C-LANA FP | Arr AP2 block
CCOC(=O)Cn1c(=O)oc2cc(S(=O)(=O)N(CCN(C)C)Cc3ccccc3)ccc21 | . | -1 | -2 | -2.6 | -4 | 14 | 100 | -4 | 0.5 | -4
O=C(Cn1[nH]c(=O)c2ccccc2c1=O)Nc1cccnc1 | 1 | -2 | 3 | -2.1 | 2 | 10 | 117 | 0 | -1.7 | 2
CC(=O)c1ccc(N2CCN(Cc3nc(Cc4ccccc4)no3)CC2)cc1 | -3 | -1 | 1 | -3.8 | -5 | 18 | 102 | -3 | -0.2 | 11
COc1ccc(-n2nc(C(=O)NCCCN3CCOCC3)c3ccccc3c2=O)c(OC)c1 | 2 | -4 | 0 | -2.3 | -2 | 12 | 103 | -3 | 1.0 | -13
CN1CCN(CC(=O)N2c3ccccc3C(C)(c3ccccc3)CC2(C)C)CC1 (stereo not drawn) | . | -1 | 2 | -2.6 | -4 | 13 | 107 | -3 | -1.1 | 4
CCCN1C(=O)c2ccccc2NC1c1ccc(O)c(OCC)c1 (stereo not drawn) | -1 | 1 | 0 | -2.2 | 18 | 11 | 89 | 5 | 1.1 | -4
COc1ccccc1OCc1ccc(C(=O)Nc2ccccc2)cc1 | 29 | 0 | -3 | 3.5 | -1 | -14 | 103 | 3 | -2.1 | -2
CN(Cc1ccccc1Cl)C(=O)c1cnccc1C(F)(F)F | -2 | 1 | -13 | -2.2 | 0 | 11 | 104 | 0 | -1.3 | 5
CC(C)C(=O)Nc1nc2cc3c(cc2s1)OCCO3 | -1 | 5 | 2 | -2.2 | -2 | 11 | 94 | 0 | -2.0 | -3
CCOC(=O)C1CCCN(Cc2nc(N)nc(Nc3ccc(OC)cc3)n2)C1 (stereo not drawn) | . | -2 | -5 | -1.2 | -1 | 7 | . | 1 | -0.2 | -5
CSc1nc2sc3c(c2c(=O)[nH]1)CC(C)(C)OC3 | 2 | -1 | -12 | -1.0 | 3 | 5 | 112 | -5 | 0.3 | 1

Bioassay records deposited in PubChem BioAssay by several laboratories.
